ABCB6 inh MLPCN – human ABCB6 transporter inhibition. Q9NP58. K562-ABCB6 porphyrin accumulation, flow cytometry, 1 h; hits give low values. fluorescence ratio to DMSO, % at 10 µM. hit rate 0.19% among 360,000. AID 602162;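 active = fluorescence ratio to DMSO below 75%, the collection mean minus 3 SD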;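 also: signal is porphyrin accumulated inside mitochondria; 100% equals median channel fluorescence of DMSO control wells; lower ratio means ABCB6 inhibition with less porphyrin fluorescence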
Target sequence (Q9NP58 whole entry, looked up): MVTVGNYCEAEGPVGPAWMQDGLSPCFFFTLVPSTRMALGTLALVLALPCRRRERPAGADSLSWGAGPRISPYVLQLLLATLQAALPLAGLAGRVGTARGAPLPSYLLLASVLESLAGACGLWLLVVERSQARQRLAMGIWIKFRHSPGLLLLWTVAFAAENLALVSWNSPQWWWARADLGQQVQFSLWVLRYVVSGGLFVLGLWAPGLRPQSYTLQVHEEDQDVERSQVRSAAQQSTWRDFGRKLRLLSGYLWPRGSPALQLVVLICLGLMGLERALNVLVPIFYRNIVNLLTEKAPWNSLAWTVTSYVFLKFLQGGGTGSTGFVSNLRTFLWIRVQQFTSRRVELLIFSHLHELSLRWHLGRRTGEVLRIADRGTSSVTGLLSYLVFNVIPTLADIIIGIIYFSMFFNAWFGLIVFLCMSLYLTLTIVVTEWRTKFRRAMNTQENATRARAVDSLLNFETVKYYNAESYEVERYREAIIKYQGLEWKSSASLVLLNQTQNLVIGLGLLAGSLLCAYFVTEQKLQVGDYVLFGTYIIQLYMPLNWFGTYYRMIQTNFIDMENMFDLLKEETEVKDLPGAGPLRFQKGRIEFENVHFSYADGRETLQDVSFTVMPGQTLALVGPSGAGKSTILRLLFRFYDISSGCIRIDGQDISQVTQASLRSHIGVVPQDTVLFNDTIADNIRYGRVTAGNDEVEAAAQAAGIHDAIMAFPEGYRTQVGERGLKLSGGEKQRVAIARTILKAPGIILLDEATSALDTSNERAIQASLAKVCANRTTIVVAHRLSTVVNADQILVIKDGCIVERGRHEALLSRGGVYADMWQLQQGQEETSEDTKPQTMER
H9c2 protect – myocardial damage modulation in H9c2 cells | hit rate 0.63% among 360,000 | protection from H2O2 cell death, % at 20 µM | H9c2 cardiomyocytes, H2O2 injury protection, ATPLite, 2 h;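 active = compounds giving at least 50% protection of heart cells from peroxide-induced death in the single-dose screen, raw or plate-pattern-corrected value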;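 also: 0% = DMSO wells with peroxide and 100% = DMSO wells without peroxide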
aDG glyco up – alpha-DG glycosylation activation; Pro5-aDG cells, alpha-DG glycosylation AlphaScreen (IIH6); 0% Pro5, 100% B10-LARGE cell signal; activation, % at 10 µM; hit rate 0.22% among 360,000;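 active = activation of at least 8% versus controls, or a plate z-score of at least 8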;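 also: Pro5 are CHO cells carrying HIG-tagged alpha-DG that lacks glycosylation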
Vif inh – inhibitors of HIV Vif. HEK293T cells, Vif self-association by quenched fluorescence, imaging, 24 h. inhibition, % at 7.49 µM. hit rate 0.35% among 340,000; in the data active = inhibition above about 50%, passing the limit was not always enough; also: some results filed as inactive read as strong as hits
hiPSC survival – enhancers of human iPSC single-cell survival; hiPSC single-cell survival, ATPlite luminescence; 100% = ROCK inhibitor wells, 0% = DMSO; survival enhancement, % at 20 µM; hit rate 0.044% among 360,000; in the data active = survival enhancement above about 18%;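 also: cells exposed to compounds for 16 hours before the ATP read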
m5-HT2A agonist – activates the mouse 5-HT2A serotonin receptor. hit rate 0.66% among 360,000. CHO-K1 mHTR2A beta-arrestin complementation, luminescence; percent of 30 µM serotonin response. P35363. activation, % at 7.6 µM;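 active = activation above a run cutoff, the mean activation of all tested compounds plus 3 SD, cut at about 14% in these data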;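 also: 0% = plate median of compound wells and 100% = 30 µM serotonin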
CaV13 FRET inh – Primary screen for inhibitors of IQ motif and Ca2+-dependent inactivation inhibitor domain binding in CACNA1D, Förster resonance energy transfer in living cells, …; AID 743397; inhibition, % at 12.3 µM; HEK cells, CFP/YFP FRET ICDI-IQ, plate reader, 10 min; percent FRET-ratio fall versus neutral wells; hit rate 0.098% among 340,000;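 active = mean replicate inhibition of at least 30% and at least 1% of replicates passing that level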;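 also: 0% = median of the neutral control wells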
Glyco luc inh – N-linked glycosylation inhibition; D54 ERlucT glycosylation luciferase reporter, 24 h; percent of 100 nM tunicamycin response; reporter increase, % at 12.5 µM; hit rate 0.23% among 360,000; AID 588692;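 active = mean luciferase reporter signal, scaled so untreated is 0 and the glycosylation-blocking control 100, at or above a set limit in every replicate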;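 also: luciferase carries N-glycosylation sites so blocking glycosylation raises the light; 0% = median of neutral control wells and 100% = median of 100 nM tunicamycin wells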
PDI turbidity – blocks human protein disulfide isomerase activity; P07237; hit rate 0.052% among 350,000; inhibition, % at 10 µM; PDI insulin aggregation turbidity, A650, 90 min;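 active = mean inhibition across replicates of 30% or more, whatever share of single replicates reach that level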;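 also: absorbance from insulin aggregation driven by PDI reduction with DTT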
Exocytosis inh – blocks lytic granule exocytosis; TALL-104 LAMP-1 surface exposure, flow cytometry; cells stimulated with thapsigargin and PMA; inhibition, % at 10 µM; hit rate 0.66% among 360,000;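 active = inhibition above about 55%, limit read from the data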
Numbers without * were called inactive; · = not tested or not shown.

SMILES | ABCB6 inh MLPCN | H9c2 protect | aDG glyco up | Vif inh | hiPSC survival | m5-HT2A agonist | CaV13 FRET inh | Glyco luc inh | PDI turbidity | Exocytosis inh
O=C(COc1ccccc1[N+](=O)[O-])Nc1cccc(C(=O)Nc2ccccc2C(=O)O)c1 | 92 | 18 | 0.3 | · | -0.1 | 2 | -3 | 1 | -3 | 0
COc1ccccc1N(CC(=O)NC1CCCC1)C(=O)CCCC(=O)Nc1ccccn1 | 94 | -1 | -0.1 | -8 | 0.5 | -3 | -5 | -1 | 0 | -6
O=C(/C=C/Nc1cccc(F)c1)c1ccco1 | 97 | -16 | 0.5 | -11 | -1.9 | 6 | -10 | -4 | -5 | -2
Cc1cc(NC(=O)CSc2nnnn2Cc2ccccc2)no1 | 87 | -5 | 0.4 | · | 0.0 | 2 | -4 | 0 | -10 | -3
Cc1sc2nc(CN3CCCC3)nc(N3CCN(S(=O)(=O)c4cccc(F)c4)CC3)c2c1C | 109 | 1 | -0.2 | 0 | -0.4 | -2 | -5 | -1 | -3 | -1
COc1cccc(C(O)c2nc(-c3ccccc3)cs2)c1 (stereo unspecified) | 96 | -11 | -0.1 | -7 | -2.0 | 8 | -4 | -1 | -4 | -6
COC(=O)c1cc(NC2c3ncccc3C(=O)N2Cc2ccccc2)cc(C(=O)OC)c1 (stereo unspecified) | 93 | 11 | -0.7 | 6 | 0.3 | 4 | -8 | -3 | 1 | -3
CCCCOc1ccc(Cc2n[nH]c(=S)n2N)cc1 | 100 | -3 | 0.2 | -15 | -1.2 | 0 | -10 | 6 | -1 | 0
Cc1ccc(NS(=O)(=O)c2cc(-c3cc(C)no3)ccc2C(C)C)nc1 | 99 | 1 | -0.1 | -5 | -0.4 | 1 | -3 | -1 | -3 | -9
O=S(=O)(Nc1cccc2ccccc12)c1ccccc1 | 97 | 1 | -0.1 | -1 | -0.3 | -4 | -8 | 2 | 2 | -2
CCc1c(C(=O)Nc2ccc(OC)c(Cl)c2)[nH]c(C)c1C(C)=O | 94 | -14 | 0.2 | -13 | -3.0 | -4 | -4 | 3 | -7 | 18
Cc1ccc(Nc2nnc(SCC(=O)Nc3ncc(C(F)(F)F)cc3Cl)s2)cc1 | 101 | -7 | -0.1 | 2 | -0.2 | 2 | -2 | -2 | -3 | 0
C[C@H](CO)N1C[C@H](C)[C@@H](CN(C)S(=O)(=O)c2ccccc2)Oc2ccc(NS(=O)(=O)c3ccc(F)cc3)cc2C1=O | 89 | 5 | -0.2 | -5 | 1.3 | 0 | -6 | 4 | 1 | 6
C=CCOc1c(CNC2CCCC2)cc(Cl)cc1OC | 94 | 3 | 0.1 | 0 | -0.7 | 2 | -3 | 1 | 2 | -3
COc1ccc(CCNC(=O)c2cc3cc(F)ccc3nc2C)cc1OC | 88 | -3 | 0.2 | 21 | -0.2 | 1 | -5 | 0 | 22 | 2
Cc1nc(C)c(CC(=O)N2CCc3c([nH]c4ccccc34)C2c2ccccn2)s1 (stereo unspecified) | 95 | 2 | 0.0 | -1 | -0.6 | 6 | -17 | 4 | -18 | 4
Cc1cccc(Nc2ncccc2C(=O)NCc2cccs2)c1C | 95 | -5 | -0.1 | -1 | -0.1 | 5 | -6 | -2 | 5 | -1
Cc1ccc2nc(NCc3ccccc3)[nH]c2c1 | 102 | -18 | 0.2 | -3 | -2.8 | -3 | -5 | 12 | -10 | 6
COc1ccc(-c2oc3ccc(-c4ccc5c(c4)OCO5)cc3c2C#CC2(O)CCCCC2)cc1 | 98 | -13 | 0.3 | -6 | 2.2 | 0 | -9 | -1 | 1 | -3
O=C(N[C@H]1C/C=C\C[C@@H](CC(=O)N(CCO)Cc2ccccc2)C(=O)NC[C@H](c2ccccc2)OC1=O)OCC1c2ccccc2-c2ccccc21 | 94 | -6 | 0.0 | -9 | -2.1 | -5 | -4 | 5 | -1 | 42
C[C@H](CO)N1C[C@H](C)[C@@H](CN(C)S(=O)(=O)c2ccc3c(c2)OCCCO3)OCc2cn(nn2)CCCC1=O | 102 | 3 | -0.2 | 1 | 1.6 | -1 | -4 | 2 | -2 | -1
CCOc1ccc(S(=O)(=O)NCCCN2CCOCC2)c2ccccc12 | 99 | -11 | 0.0 | 7 | 1.3 | -9 | · | -1 | -18 | -1
COc1ccc(NC(=O)Cn2c(NCC(C)O)nc3ccccc32)cc1Cl (stereo unspecified) | 93 | -7 | -0.3 | -6 | 0.3 | -1 | -20 | 1 | -23 | 0
CCO[C@@H]1OC(C(=O)NC2CC2)=C[C@H](c2ccc(Br)cc2)[C@H]1CCCO | 99 | 4 | 0.1 | 9 | 0.6 | 3 | -8 | -1 | 6 | -15
N=c1ccn(Cc2ccc(Cl)cc2Cl)cc1 | 97 | -12 | -0.1 | -4 | -2.0 | 0 | -1 | -6 | 4 | -1
CC(=O)Oc1ccc([C@@H]2COc3c(ccc4c3C=CC(C)(C)O4)C2)c(OC(C)=O)c1 | 103 | -14 | -0.4 | -20 | 1.0 | 6 | · | 0 | · | 44
COc1ccc([N+](=O)[O-])cc1NS(=O)(=O)c1ccccc1 | 94 | 16 | -0.2 | · | 3.0 | -4 | -5 | -2 | 18 | 1
CC(CN1CC(=O)NC(=O)C1)N1CC(=O)NC(=O)C1 (stereo unspecified) | 96 | 7 | 0.0 | 7 | 0.1 | -1 | -6 | 4 | -3 | 21
COc1cccc(-n2cnc(=O)c3cccnc32)c1 | 91 | 0 | -0.3 | -7 | -0.2 | -2 | -6 | 3 | 5 | -4
Cc1c(C(=O)N2CCCCC2)nnn1-c1nonc1N | 94 | 14 | -0.9 | 5 | 2.3 | 9 | -5 | 3 | -9 | -1
O=C(COC(=O)CSc1ccc(F)cc1)NNC(=O)c1ccc([N+](=O)[O-])cc1 | 100 | -3 | -0.3 | 8 | 1.1 | -8 | -2 | 0 | -4 | 7
CC1=C(C(=O)N2CCN(C(=O)c3ccco3)CC2)C2(CCC(C)CC2)OC1=O (stereo unspecified) | 102 | 20 | 0.1 | 0 | 0.3 | 1 | -2 | 0 | · | 0
O=C(COc1ccc2c(c1)OCO2)Nc1ccc2c(c1)oc1ccccc12 | 104 | -39 | 2.7 | · | 3.2 | 0 | -5 | -2 | 11 | 0
O=C(c1ccco1)N1CCN(C(c2cccs2)c2sc3ncnn3c2O)CC1 (stereo unspecified) | 94 | 5 | 0.1 | 22 | 1.0 | -1 | -5 | 1 | · | 2
Cc1cc(C)cc(OCC(=O)N(C)CC(=O)Nc2ccc(Cl)c(C(F)(F)F)c2)c1 | 93 | -19 | 0.1 | -3 | 0.1 | -5 | -16 | 7 | 8 | -1
CS(=O)(=O)NCCCCNc1ccc(C(F)(F)F)cc1[N+](=O)[O-] | 107 | -11 | 0.6 | -6 | -0.4 | -3 | -1 | -1 | -3 | -1
N#Cc1nc(NCC(F)F)nc(Nc2cc(F)cc(F)c2)n1 | 101 | -12 | 0.1 | · | -1.0 | 2 | -8 | 15 | 6 | 3
Cc1nc2ccc(NC(=O)NCCO)cc2s1 | 96 | 4 | -0.2 | 7 | 0.9 | 0 | -7 | 1 | 2 | 0
CC(C)COCC(O)CCC(=O)NNC(=S)Nc1ccccc1 (stereo unspecified) | 93 | 4 | 0.2 | -1 | -1.4 | -1 | -5 | 1 | -8 | -1
CC(Sc1ccc(Cl)cc1)C(=O)NCC(c1ccco1)N1CCCCC1 (stereo unspecified) | 95 | 5 | 0.1 | 1 | -0.3 | -5 | -6 | -3 | 1 | 2
COCCNC(=S)N(CCc1c(C)[nH]c2ccc(C)cc12)Cc1cc(OC)c(OC)c(OC)c1 | 91 | 6 | -0.2 | 3 | -1.3 | -5 | -5 | -2 | 17 | -4
COc1ccc(C2C(C(=O)Nc3cccc(C)n3)c3ccccc3C(=O)N2C)cc1OC (stereo unspecified) | 96 | 10 | -0.3 | 2 | -0.7 | -3 | -5 | -1 | 7 | -1
O=C(c1sc2ccccc2c1Cl)N1CCN(c2ccc(F)cc2)CC1 | 89 | -8 | 0.1 | -9 | -0.3 | -5 | · | -2 | 11 | -2
Clc1ccccc1CN1CCN(/N=C/C=C/c2ccco2)CC1 | 97 | -6 | -0.5 | 3 | 0.8 | -3 | -5 | -1 | -1 | 6
COc1ccc(-c2cc(CNC(=O)CN(C)Cc3ccccc3)on2)cc1 | 92 | 6 | 0.4 | -7 | 4.1 | -8 | · | -1 | 10 | 0
O=C(/C=C/c1cccs1)c1ccc(N2CCOCC2)cc1 | 106 | -29 | 0.8 | 14 | -4.6 | -1 | -5 | -7 | -4 | -1
CC1OC(OCC2OC(Oc3c(-c4ccc(O)cc4)oc4cc(O)cc(O)c4c3=O)C(O)C(O)C2O)C(O)C(O)C1O (stereo unspecified) | 97 | 0 | 0.3 | -6 | 0.5 | 3 | · | -1 | · | 8
CCOc1ccc(NC(=O)CN(C)C(=O)COc2cccc(CC)c2)cc1OCC | 96 | -2 | 0.0 | -2 | -0.4 | -6 | -17 | 0 | 5 | -2
CCN(CC)S(=O)(=O)c1cc(C(=O)OCC(=O)Nc2cccc(S(=O)(=O)N(C)C)c2)ccc1F | 93 | -6 | 0.0 | -1 | -0.6 | 5 | -4 | 1 | 4 | 1
COc1ccc(C(NC(=O)CC(C)C)NC(=O)CC(C)C)cc1OC | 93 | 11 | -0.1 | 9 | 0.2 | 2 | -5 | 1 | -5 | 0
COc1ccccc1/C=C/c1nc(S(=O)(=O)c2ccccc2)c(N2CCC(C(N)=O)CC2)o1 | 97 | 1 | -0.2 | 13 | -0.5 | -5 | -5 | 2 | 6 | -1
COc1ccc(CC(=O)Nc2ccc(OC(C)=O)cc2C(=O)O)cc1 | 94 | -6 | -0.2 | -1 | -0.2 | 2 | 1 | 2 | 1 | -1
Cc1ccc(NC(=O)CCSc2nnc(Cc3ccccc3)o2)cc1 | 98 | -5 | -0.6 | 7 | 3.6 | -4 | -5 | 0 | 1 | -2
O=C(NCc1nnc(SCC(=O)N2CCOCC2)o1)c1ccccc1F | 102 | 12 | -0.1 | -14 | -2.2 | 5 | 8 | 2 | -15 | -12
Cc1cc(SCC(=O)c2cccs2)n2nc(C)c(-c3ccccc3)c2n1 | 97 | 11 | -0.1 | -8 | -0.7 | -1 | -4 | -2 | 4 | -7
O=C1CCN(Cc2ccc([N+](=O)[O-])cc2)CCN1[C@H](CO)c1ccccc1 | 102 | 4 | 0.0 | -2 | -2.0 | -6 | -6 | 0 | -2 | 5
COc1cccc(NC(=O)Nc2ccc(F)cc2)c1 | 96 | -11 | 0.2 | -18 | -2.4 | -3 | -5 | -1 | 1 | -2
CN(C)CCn1c2c(c(SCC(=O)NCc3ccccc3)nc1=O)CCC2 | 96 | 8 | 0.0 | -2 | 0.5 | -3 | -5 | 0 | -1 | -14

Ordered by heavy-atom count (smallest number first): part of the list above.
SMILES | ABCB6 inh MLPCN | H9c2 protect | aDG glyco up | Vif inh | hiPSC survival | m5-HT2A agonist | CaV13 FRET inh | Glyco luc inh | PDI turbidity | Exocytosis inh
COc1ccc(CC(=O)Nc2ccc(OC(C)=O)cc2C(=O)O)cc1 | 94 | -6 | -0.2 | -1 | -0.2 | 2 | 1 | 2 | 1 | -1
COc1ccccc1/C=C/c1nc(S(=O)(=O)c2ccccc2)c(N2CCC(C(N)=O)CC2)o1 | 97 | 1 | -0.2 | 13 | -0.5 | -5 | -5 | 2 | 6 | -1
CCN(CC)S(=O)(=O)c1cc(C(=O)OCC(=O)Nc2cccc(S(=O)(=O)N(C)C)c2)ccc1F | 93 | -6 | 0.0 | -1 | -0.6 | 5 | -4 | 1 | 4 | 1
